Assay outcomes deposited in PubChem BioAssay by several laboratories.
HIF-2a block = blocks HIF-2a reporter activity | 786-0 RCC cells HIF-2a reporter, luciferase luminescence, overnight | inhibition, % at 18.8 µM | AID 624352 | 360,000 compounds, 0.72% hits;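 active = inhibition of the luminescence signal of 40% or more relative to plate controls, in a single-dose primary screen at 18.75 µM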
NR2E3 ag-1 = agonists of human nuclear receptor NR2E3. 320,000 compounds, 0.12% hits. inhibition of corepressor binding, % at 4.78 µM. Q9Y5X4. AID 2300. GST-NR2E3/biotin-RetCOR TR-FRET, 1536-well;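 active = percent inhibition above the cutoff of mean plus 3 SD of all tested compounds, set per screening campaign, cut at about 20% in these data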;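 note: 0% = DMSO wells and 100% = biotin wells as full block of FRET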
Target sequence (Q9Y5X4 whole entry, looked up): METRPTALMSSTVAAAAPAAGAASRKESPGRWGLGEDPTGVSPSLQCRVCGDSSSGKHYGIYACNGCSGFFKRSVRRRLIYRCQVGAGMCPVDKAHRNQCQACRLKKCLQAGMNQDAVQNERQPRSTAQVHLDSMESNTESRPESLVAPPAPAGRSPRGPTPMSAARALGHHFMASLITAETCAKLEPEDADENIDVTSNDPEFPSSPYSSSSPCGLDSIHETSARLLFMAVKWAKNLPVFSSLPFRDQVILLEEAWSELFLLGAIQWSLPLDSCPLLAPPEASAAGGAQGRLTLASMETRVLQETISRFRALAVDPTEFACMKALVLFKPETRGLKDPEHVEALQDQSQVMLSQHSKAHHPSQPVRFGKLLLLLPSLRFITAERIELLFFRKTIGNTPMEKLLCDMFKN
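Material: NR2E3–RetCOR corepressor complex / Incubation: Compound–protein incubation for 5 h at 4 °C / Dosing: compound at 4.8 µM, single dose / Detection: time-resolved FRET / Benchmarks: high control biotin, low control 0.6% DMSO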
NR2E3 ag-2 = agonists of human NR2E3 nuclear receptor | inhibition of corepressor binding, % at 3.98 µM | Q9Y5X4 | 360,000 compounds, 0.35% hits | AID 602229 | CHO-S Gal4-NCOR/VP16-NR2E3 two-hybrid, luciferase;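 active = inhibition above the mean of all tested compounds plus 3 SD, cut at about 70% in these data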;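 note: 0% = DMSO with NR2E3 transfected cells and 100% = cells lacking NR2E3 construct; higher means lower luciferase signal from less NR2E3 corepressor binding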
MITF TRPM1 inh = MITF TRPM1 promoter inhibition in SK-MEL-5 cells. 330,000 compounds, 0.83% hits. inhibition, % at 12.5 µM. SK-MEL-5 TRPM1 promoter luciferase, 24 h;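 active = mean inhibition across replicates of 60% or more, whatever share of single replicates reaches that level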; note: values of inactives mirror those of a sister screen read the other way
aDG glyco up = increases alpha dystroglycan glycosylation; Pro5-aDG cells, alpha-DG glycosylation AlphaScreen (IIH6); 0% Pro5, 100% B10-LARGE cell signal; activation, % at 10 µM; 360,000 compounds, 0.22% hits; AID 624168;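 active = activation of at least 8% versus controls, or a plate z-score of at least 8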;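 note: Pro5 are CHO cells carrying HIG-tagged alpha-DG that lacks glycosylation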
CF NFkB block = blocks PAF-induced NF-kB reporter in cystic fibrosis cells. 360,000 compounds, 0.86% hits. KKLEB NF-kB-GFP reporter, GFP fluorescence overnight. inhibition, % at 5 µM. AID 588850;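 active = at least 50% inhibition at 5 µM, scaled per plate between neutral and stimulator controls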;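 note: PAF is a Pseudomonas aeruginosa culture filtrate used as stimulus; plate controls were PAF-stimulated DMSO wells for no effect and unstimulated DMSO wells for full effect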
KKLEB cytotox = counter-screen for CF NF-kB inhibitors: cytotoxicity; KKLEB CF airway cells viability, ATPlite luminescence, overnight; hits give low values; cells stimulated with P. aeruginosa culture filtrate; activity change (cytotoxicity), % at 5 µM; 360,000 compounds, 0.36% hits; AID 602141;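 active = corrected activity change at or below -50% at 5 µM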
TWEAK-Fn14 inh = inhibitors of TWEAK-Fn14 interaction signaling. TWEAK-stimulated Fn14 reporter cells, luciferase luminescence, 8 h. inhibition, % at 10 µM. 360,000 compounds, 2% hits. AID 1159606; in the data active = inhibition above about 50%
iPSC survival up = hiPSC single-cell survival enhancement; ATPlite luminescence; 100% = ROCK inhibitor wells, 0% = DMSO; survival enhancement, % at 20 µM; 360,000 compounds, 0.044% hits; AID 602274; in the data active = survival enhancement above about 18%;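 note: cells exposed to compounds for 16 hours before the ATP read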
Shn3 inh set2 = reduces Shn3 3'UTR luciferase signal in osteoblasts | Clone20 osteoblast Shn3 3'UTR firefly luciferase, 24 h | inhibition, % at 12.5 µM | 360,000 compounds, 0.52% hits;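 active = mean inhibition of at least 75% with every replicate also reaching 75%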;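 note: 0% = median of neutral control wells and 100% = pilot-screen positive control compound; some compounds past the cut are filed as inactive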
Peg3 prom inh = inhibitors of Peg3 promoter; HeLa PEG-Prom luciferase reporter, luminescence, overnight; 360,000 compounds, 1.7% hits; inhibition, % at 20 µM; AID 588405;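 active = inhibition of at least 50% at 20 µM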
The depositor's hits bear a star; & = joins results of further samples.

Screening COc1ccccc1NC(=O)C1CCN(C(=O)C2CC(=O)N(c3ccc(C)cc3)C2)CC1 (stereo not drawn) returned HIF-2a block 9, NR2E3 ag-1 2, NR2E3 ag-2 -20, MITF TRPM1 inh -6, aDG glyco up 0.1, CF NFkB block 13, KKLEB cytotox 11, TWEAK-Fn14 inh -10, iPSC survival up 2.0, Shn3 inh set2 -1 and Peg3 prom inh -4.
CCc1ccc(NC(=O)CCc2nc3cccnc3n2Cc2ccc(OC)cc2)cc1 was read as HIF-2a block 12, NR2E3 ag-1 1, NR2E3 ag-2 -13, MITF TRPM1 inh 1, aDG glyco up -0.1, CF NFkB block -10, KKLEB cytotox -18, TWEAK-Fn14 inh 9, iPSC survival up 1.9, Shn3 inh set2 21 and Peg3 prom inh 18.
COCC(C)n1c(C)cc(C(=O)CN2C(=O)NC3(CCCCC3C)C2=O)c1C (stereo not drawn) was read as HIF-2a block -22, NR2E3 ag-1 0, NR2E3 ag-2 -23, MITF TRPM1 inh -6, aDG glyco up -0.2, CF NFkB block -12, KKLEB cytotox 6, TWEAK-Fn14 inh 2, iPSC survival up 0.1, Shn3 inh set2 -2 and Peg3 prom inh -13.
For O=C(COC(=O)c1ccc(Cl)nc1)NCCC1=CCCCC1 the results were HIF-2a block 6, NR2E3 ag-1 0, NR2E3 ag-2 -13, MITF TRPM1 inh 5, aDG glyco up -0.1, CF NFkB block -2, KKLEB cytotox 12, TWEAK-Fn14 inh -9, iPSC survival up -0.7, Shn3 inh set2 -12 and Peg3 prom inh -5.
`CCCCOc1cc(C(=O)NCCN(CC)CC)c2ccccc2n1` gave HIF-2a block -6&13, NR2E3 ag-1 -1&-1, NR2E3 ag-2 -21&8, MITF TRPM1 inh -20&-1, aDG glyco up 0.2&0.0, CF NFkB block 12&36, KKLEB cytotox -3&-11, TWEAK-Fn14 inh 6&-6, iPSC survival up 7.1&0.5, Shn3 inh set2 3&12 and Peg3 prom inh 2&-9.
Cc1cc(-c2cccc([N+](=O)[O-])c2)nc2ccccc12 was read as HIF-2a block -53, NR2E3 ag-1 0, NR2E3 ag-2 -3, MITF TRPM1 inh 14, aDG glyco up -0.1, CF NFkB block -6, KKLEB cytotox 3, TWEAK-Fn14 inh 2, iPSC survival up 0.1, Shn3 inh set2 10 and Peg3 prom inh -34.
CN(C)c1ccc(C(=O)NCc2ccc3c(c2)OCO3)cc1 was read as HIF-2a block -45, NR2E3 ag-1 -3, NR2E3 ag-2 -62, MITF TRPM1 inh -23, aDG glyco up 0.2, CF NFkB block 9, KKLEB cytotox -8, TWEAK-Fn14 inh 15, iPSC survival up -0.3, Shn3 inh set2 -4 and Peg3 prom inh -53.
Cc1sc2cc(-c3cccc([N+](=O)[O-])c3)c(-c3cccc([N+](=O)[O-])c3)c[n+]2c1C was read as HIF-2a block 12, NR2E3 ag-1 -3, NR2E3 ag-2 -2, MITF TRPM1 inh 2, aDG glyco up 0.3, CF NFkB block 9, KKLEB cytotox 2, TWEAK-Fn14 inh -2, iPSC survival up -1.9, Shn3 inh set2 0 and Peg3 prom inh 5.
For CCCN1CCN(C(=S)Nc2ccc(S(N)(=O)=O)cc2)CC1 the results were HIF-2a block 7, NR2E3 ag-1 1, NR2E3 ag-2 15, MITF TRPM1 inh -6, aDG glyco up -0.1, CF NFkB block -9, KKLEB cytotox 1, TWEAK-Fn14 inh 16, iPSC survival up -0.2, Shn3 inh set2 11 and Peg3 prom inh 22.
`[O-][n+]1cc(Cl)cc(Cl)c1` gave HIF-2a block -3, NR2E3 ag-2 4, aDG glyco up 0.0, CF NFkB block -16, KKLEB cytotox -11, TWEAK-Fn14 inh -1, iPSC survival up 0.9, Shn3 inh set2 -3 and Peg3 prom inh -2.

Of the compounds above, these have a Cl atom:
For O=C(COC(=O)c1ccc(Cl)nc1)NCCC1=CCCCC1 the results were HIF-2a block 6, NR2E3 ag-1 0, NR2E3 ag-2 -13, MITF TRPM1 inh 5, aDG glyco up -0.1, CF NFkB block -2, KKLEB cytotox 12, TWEAK-Fn14 inh -9, iPSC survival up -0.7, Shn3 inh set2 -12 and Peg3 prom inh -5.
`[O-][n+]1cc(Cl)cc(Cl)c1` gave HIF-2a block -3, NR2E3 ag-2 4, aDG glyco up 0.0, CF NFkB block -16, KKLEB cytotox -11, TWEAK-Fn14 inh -1, iPSC survival up 0.9, Shn3 inh set2 -3 and Peg3 prom inh -2.

Other results follow.
`Cc1cccc(Nc2nnc(SC3CCOC3=O)s2)c1C` (stereo not drawn) gave HIF-2a block 15, NR2E3 ag-1 6, NR2E3 ag-2 11, MITF TRPM1 inh -5, aDG glyco up 0.5, CF NFkB block -11, KKLEB cytotox -2, TWEAK-Fn14 inh -2, iPSC survival up 1.6, Shn3 inh set2 9 and Peg3 prom inh 5.
O=C(NCC1CCCN1S(=O)(=O)c1cccs1)C(=O)Nc1ccc(F)cc1F (stereo not drawn) was read as HIF-2a block -19, NR2E3 ag-1 0, NR2E3 ag-2 19, MITF TRPM1 inh -14, aDG glyco up 0.1, CF NFkB block -13, KKLEB cytotox 26, TWEAK-Fn14 inh -17, iPSC survival up 1.2, Shn3 inh set2 -8 and Peg3 prom inh -23.
CC(C)Cn1c(CN2CCCCC2C)nc2c1c(=O)n(C)c(=O)n2C (stereo not drawn) was read as HIF-2a block 11, NR2E3 ag-1 1, NR2E3 ag-2 -14, aDG glyco up 0.1, CF NFkB block 12, KKLEB cytotox -19, TWEAK-Fn14 inh -6, iPSC survival up -1.0, Shn3 inh set2 6 and Peg3 prom inh 6.
Screening CS(=O)(=O)c1ccc(Oc2ccc(-c3nnco3)cc2)c([N+](=O)[O-])c1 returned HIF-2a block 9, NR2E3 ag-1 4, NR2E3 ag-2 -14, MITF TRPM1 inh 9, aDG glyco up 0.2, CF NFkB block 12, KKLEB cytotox 5, TWEAK-Fn14 inh 34, iPSC survival up -0.8, Shn3 inh set2 2 and Peg3 prom inh 3.
For COc1ccc(CCNC(=O)CSc2ccc(-c3cccs3)nn2)cc1OC the results were HIF-2a block -1, NR2E3 ag-1 -3, NR2E3 ag-2 5, MITF TRPM1 inh 0, aDG glyco up 0.2, CF NFkB block 24, KKLEB cytotox -6, TWEAK-Fn14 inh 25, iPSC survival up -0.9, Shn3 inh set2 12 and Peg3 prom inh 7.
Screening Cc1ccc(-c2cccc(C3CC=CC4C3C(=O)N(Cc3ccccc3)C4c3ccc(C(F)(F)F)cc3)c2)cc1 (stereo not drawn) returned HIF-2a block 19, NR2E3 ag-1 1, NR2E3 ag-2 7, MITF TRPM1 inh -31, aDG glyco up 0.0, CF NFkB block 33, KKLEB cytotox -8, TWEAK-Fn14 inh 2, iPSC survival up -0.4, Shn3 inh set2 19 and Peg3 prom inh 11.
CCOC(=O)C(=O)Nc1ccc(S(=O)(=O)Nc2nccs2)cc1 was read as HIF-2a block 14, NR2E3 ag-1 5, NR2E3 ag-2 -1, MITF TRPM1 inh 9, aDG glyco up -0.2, CF NFkB block 9, KKLEB cytotox 4, TWEAK-Fn14 inh -24, iPSC survival up 0.6, Shn3 inh set2 -15 and Peg3 prom inh -2.
Screening O=C(C1CCN(S(=O)(=O)c2ccc(Cl)s2)CC1)N1CCN(c2ccccc2)CC1 returned HIF-2a block 8, NR2E3 ag-2 4, MITF TRPM1 inh -6, aDG glyco up -0.2, CF NFkB block 25, KKLEB cytotox -10, TWEAK-Fn14 inh 7, iPSC survival up -0.6, Shn3 inh set2 5 and Peg3 prom inh 2.
For Cc1ccccc1CN(C)C[C@@H]1OCc2cnnn2CCCC(=O)N([C@@H](C)CO)C[C@H]1C the results were HIF-2a block 5, NR2E3 ag-2 13, aDG glyco up 0.0, CF NFkB block -29, KKLEB cytotox 4, TWEAK-Fn14 inh -4, iPSC survival up -1.9, Shn3 inh set2 -12 and Peg3 prom inh -15.
Cc1ccc(OCc2nc(-c3ccccn3)n[nH]2)cc1 was read as HIF-2a block -140, NR2E3 ag-1 2, NR2E3 ag-2 -40, MITF TRPM1 inh -30, aDG glyco up 0.3, CF NFkB block -5, KKLEB cytotox 0, TWEAK-Fn14 inh -42, iPSC survival up 0.4, Shn3 inh set2 -13 and Peg3 prom inh -136.
Screening COc1ccc(-c2cn(-c3ccccc3)c(=S)[nH]2)cc1OC returned HIF-2a block -228, NR2E3 ag-1 0, NR2E3 ag-2 -79, MITF TRPM1 inh -13, aDG glyco up 0.0, CF NFkB block 5, KKLEB cytotox -5, TWEAK-Fn14 inh -8, iPSC survival up -0.3, Shn3 inh set2 -44 and Peg3 prom inh -200.
CC(C)C[C@@H](CNCC(=O)[C@H](Cc1c[nH]c2ccccc12)NC(=O)c1[nH]cnc1C(=O)N[C@H](CN)CC(C)C)NC(=O)c1nc[nH]c1C(=O)N[C@@H](CC(=O)O)C(=O)O was read as HIF-2a block 16, NR2E3 ag-2 -2, MITF TRPM1 inh 6, aDG glyco up 0.8, CF NFkB block 14, KKLEB cytotox -2, TWEAK-Fn14 inh 9, iPSC survival up -1.0, Shn3 inh set2 -11 and Peg3 prom inh 8.
`Cc1ccc(S(=O)(=O)NNC(=O)c2sc3nc(C)cc(C)c3c2-n2cccc2)cc1` gave HIF-2a block 14, NR2E3 ag-1 0, NR2E3 ag-2 15, MITF TRPM1 inh 4, aDG glyco up -0.5, CF NFkB block 10, KKLEB cytotox -4, TWEAK-Fn14 inh 4, iPSC survival up 3.8, Shn3 inh set2 10 and Peg3 prom inh 23.
`O=C(CC[C@H]1O[C@@H](n2cnc3c(NC(=O)c4ccccc4)ncnc32)[C@H](O)[C@@H]1O)NCc1ccco1` gave HIF-2a block 7, NR2E3 ag-2 -31, aDG glyco up 0.1, CF NFkB block -20, KKLEB cytotox -12, TWEAK-Fn14 inh 8, iPSC survival up -2.2, Shn3 inh set2 -2 and Peg3 prom inh 4.
COC(=O)c1sc(NC(=O)CN2CCN(c3cccc(Cl)c3)CC2)c(C(=O)OC)c1C was read as HIF-2a block 6, NR2E3 ag-2 -22, MITF TRPM1 inh -2, aDG glyco up -0.3, CF NFkB block -3, KKLEB cytotox -2, TWEAK-Fn14 inh -5, iPSC survival up -0.3, Shn3 inh set2 -32 and Peg3 prom inh 3.
`Cc1ccc(NC(=O)COC(=O)c2cccnc2)c(C)c1` gave HIF-2a block 6, NR2E3 ag-1 -2, NR2E3 ag-2 -6, aDG glyco up -0.1, CF NFkB block 2, KKLEB cytotox 9, TWEAK-Fn14 inh 16, iPSC survival up 1.5, Shn3 inh set2 -62 and Peg3 prom inh 7.
